Compound activity as filed in PubChem BioAssay.
GC-A act: GC-A (human) enzyme activation | AID 1671463 | HEK293 GC-A cells, cGMP TR-FRET, EC30 ANP; 0% at EC30 ANP, 100% saturating ANP | P16066 | actives 0.14% (n = 370,000) | activation, % at 10 µM; in the data active = activation above about 40%
Target sequence (P16066 whole entry, looked up): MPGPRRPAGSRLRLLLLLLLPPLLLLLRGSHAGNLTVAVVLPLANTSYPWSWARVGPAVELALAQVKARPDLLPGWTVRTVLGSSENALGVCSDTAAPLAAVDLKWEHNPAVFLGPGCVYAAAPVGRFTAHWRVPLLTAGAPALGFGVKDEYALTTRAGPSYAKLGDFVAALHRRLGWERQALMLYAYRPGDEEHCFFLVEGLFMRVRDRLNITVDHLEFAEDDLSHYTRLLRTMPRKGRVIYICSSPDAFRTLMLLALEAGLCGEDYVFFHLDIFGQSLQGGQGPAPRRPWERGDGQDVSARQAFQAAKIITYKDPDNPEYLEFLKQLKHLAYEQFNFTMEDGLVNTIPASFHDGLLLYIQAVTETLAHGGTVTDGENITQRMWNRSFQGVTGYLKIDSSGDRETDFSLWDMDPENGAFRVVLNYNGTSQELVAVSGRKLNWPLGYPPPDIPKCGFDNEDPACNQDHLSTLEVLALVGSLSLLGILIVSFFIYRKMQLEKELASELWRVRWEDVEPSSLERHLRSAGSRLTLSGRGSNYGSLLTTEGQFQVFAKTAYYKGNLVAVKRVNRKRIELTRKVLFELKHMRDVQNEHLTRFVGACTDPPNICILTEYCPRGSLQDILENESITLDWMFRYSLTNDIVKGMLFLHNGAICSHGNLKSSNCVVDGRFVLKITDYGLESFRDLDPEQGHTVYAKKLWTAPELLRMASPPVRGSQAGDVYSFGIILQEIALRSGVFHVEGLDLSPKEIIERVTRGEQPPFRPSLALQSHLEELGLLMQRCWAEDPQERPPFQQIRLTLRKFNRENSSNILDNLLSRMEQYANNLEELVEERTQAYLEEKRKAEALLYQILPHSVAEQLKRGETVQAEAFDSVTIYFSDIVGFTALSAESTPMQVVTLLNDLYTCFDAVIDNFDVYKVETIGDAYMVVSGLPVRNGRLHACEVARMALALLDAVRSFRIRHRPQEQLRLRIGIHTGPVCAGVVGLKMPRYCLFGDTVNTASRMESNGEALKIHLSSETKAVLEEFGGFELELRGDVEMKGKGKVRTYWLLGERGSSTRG
PG9 Ab binder: binds the HIV-1 gp120 antibody PG9; AID 624416; actives 0.43% (n = 360,000); TR-FRET gp120-PG9 antibody binding; inhibition, % at 6.7 µM; in the data active = inhibition above about 8.5%
ADAM17 inh: ADAM17 inhibition, QFRET primary screen; recombinant ADAM17, EDANS/DABCYL FRET peptide cleavage; inhibition, % at 6.95 µM; actives 0.83% (n = 370,000); P78536; AID 720648;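 active = inhibition above the mean of compounds lying between control limits plus 3 SD, set per campaign, cut at about 8.5% in these data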;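 also: 0% = DMSO-only wells as the low control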
DAX1 inh-1: inhibitors of human orphan nuclear receptor DAX1 (NR0B1); P51843; HEK293 Gal4-DAX1 luciferase reporter, luminescence; inhibition, % at 6.75 µM; actives 0.99% (n = 340,000); AID 504766;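 active = inhibition above the mean over all tested compounds plus 3 SD, cut at about 4.2% in these data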;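 also: 0% = DAX1-transfected cells with DMSO and 100% = empty-vector control cells with DMSO; inhibition shows as a rise in luminescence from relieved DAX1 repression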
FXN GAA850 act: frataxin GAA850 promoter activation; actives 0.56% (n = 360,000); activation, % at 6 µM; HEK293 lucGAA850 FXN promoter luciferase reporter, 24 h; percent of 10 µM SAHA response; AID 540364;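 active = activation above the average of all compounds screened plus 3 SD, cutoff fixed separately per campaign, cut at about 7.5% in these data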;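 also: 0% = DMSO wells and 100% = 10 µM SAHA wells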
hcDAF-12 act: activators of H. contortus DAF-12 nuclear receptor | HEK293 hcDAF-12 lit1-tk-luc reporter, luminescence; 0% DMSO, 100% Δ7-dafachronic acid | activation, % at 6.8 µM | actives 1.4% (n = 370,000) | AID 652067;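 active = activation above the mean of all tested compounds plus 3 SD, cut at about 5.5% in these data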;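 also: 100% = response to 3 µM Δ7-dafachronic acid high control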
SMARCA2 act: SMARCA2 function activation, primary screen; MG213 cells, MMTV-luciferase reporter, dexamethasone, overnight; activation, % at 9.1 µM; actives 1% (n = 370,000); in the data active = activation above about 7.8%;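 also: 0% = vehicle wells and 100% = reference activator wells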
hgDAF12 agonist: agonists of H. glycines DAF-12 nuclear receptor | actives 1.8% (n = 370,000) | activation, % at 6.8 µM | HEK293 GAL4-hgDAF12 UAS-luciferase reporter, agonist luminescence; normalized to butyrate control;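 active = activation above a cutoff set at the mean of all screened compounds plus 3 SD, cut at about 10% in these data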;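 also: 0% = DMSO wells and 100% = sodium butyrate wells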
ssDAF-12 act: activates DAF-12 receptor from parasite S. stercoralis. HEK293 ssDAF-12/GRIP1 lit1-tk-luc reporter, luminescence; % of 3 µM dafachronic acid response. activation, % at 6.8 µM. actives 1% (n = 370,000);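 active = activation above the mean over all tested compounds plus 3 SD, cut at about 0.9% in these data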;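 also: 0% = DMSO-only wells and 100% = 3 µM delta7-dafachronic acid wells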
DAX1 inh-2: inhibitors of DAX1 repression of SF-1 activated StAR promoter; inhibition, % at 6.8 µM; actives 1.1% (n = 370,000); HEK293T StAR-luciferase reporter, SF-1/DAX-1 repression relief; AID 652010;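 active = inhibition above the mean over all tested compounds plus 3 SD, cut at about 3.6% in these data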;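 also: 0% = DAX-1 cells with DMSO and 100% = cells lacking DAX-1 with DMSO; higher inhibition means more luminescence from relief of DAX-1 repression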
ADAM10 inh: inhibits human ADAM10; O14672; recombinant ADAM10, EDANS/DABCYL FRET peptide cleavage, 3 h; inhibition, % at 7 µM; actives 0.62% (n = 370,000); AID 720582;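 active = inhibition above a per-campaign cutoff equal to the mean of compounds falling between control-based bounds plus 3 SD, cut at about 20% in these data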;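 also: 0% = DMSO wells while the 100% control is not disclosed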
An asterisk follows results filed as active.

For COc1cccc(NC(=O)CSc2nc3ccccc3c(=O)n2CCCC(=O)NCCCN2CCOCC2)c1 the results were GC-A act -1, PG9 Ab binder -2.5, ADAM17 inh -1, DAX1 inh-1 0.4, FXN GAA850 act 0.0, hcDAF-12 act -1.8, SMARCA2 act 3, hgDAF12 agonist -2.8, ssDAF-12 act -1.4, DAX1 inh-2 -0.2 and ADAM10 inh -5.
For COc1ccc(NC(=O)CCC2COc3ccccc3O2)c(OC)c1 (configuration not stated) the results were GC-A act 3, PG9 Ab binder -1.4, ADAM17 inh 0, DAX1 inh-1 0.4, FXN GAA850 act 3.9, hcDAF-12 act -1.0, SMARCA2 act 2, hgDAF12 agonist -1.2, ssDAF-12 act -1.0, DAX1 inh-2 -0.6 and ADAM10 inh 4.
`Cc1cccc(C(=O)Oc2ccccc2C(=O)N2CCOCC2)c1` gave GC-A act 4, PG9 Ab binder -1.1, ADAM17 inh -4, DAX1 inh-1 2.0, FXN GAA850 act 0.7, hcDAF-12 act -2.0, SMARCA2 act -5, hgDAF12 agonist -2.1, ssDAF-12 act -1.1, DAX1 inh-2 0.0 and ADAM10 inh -4.
`Cc1cccc2sc(NC(=O)CN3C(=O)NC4(CCCC4)C3=O)nc12` gave GC-A act 17, PG9 Ab binder -3.0, ADAM17 inh -3, DAX1 inh-1 0.8, FXN GAA850 act 0.6, hcDAF-12 act 1.4, SMARCA2 act 0, hgDAF12 agonist 0.5, ssDAF-12 act -1.1, DAX1 inh-2 -2.1 and ADAM10 inh 2.
Clc1c(Cl)c(Cl)c2n[nH]nc2c1Cl was read as GC-A act 6, PG9 Ab binder 1.9, ADAM17 inh -3, DAX1 inh-1 3.0, FXN GAA850 act 0.5, hcDAF-12 act -0.4, SMARCA2 act -3, hgDAF12 agonist -0.3, ssDAF-12 act -1.1, DAX1 inh-2 0.4 and ADAM10 inh 1.
`CC1C(=O)CC2C3(C)CCC2(C(C)C(=O)O)C(=O)C13` (configuration not stated) gave GC-A act 0, PG9 Ab binder -0.9, ADAM17 inh -2, FXN GAA850 act 0.7, hcDAF-12 act -0.2, SMARCA2 act 1, hgDAF12 agonist 0.3, ssDAF-12 act -1.4, DAX1 inh-2 0.0 and ADAM10 inh -13.
For Cc1ccc(NC(=S)N(CCN(C)C)C(C)c2cccnc2)cc1 (configuration not stated) the results were GC-A act 2, PG9 Ab binder -1.1, ADAM17 inh -2, DAX1 inh-1 0.1, FXN GAA850 act 2.4, hcDAF-12 act 1.0, SMARCA2 act -2, hgDAF12 agonist 0.7, ssDAF-12 act -1.1, DAX1 inh-2 0.3 and ADAM10 inh 5.
Screening CC(CO)(CO)NCc1ccc(-c2ccccc2)cc1 returned GC-A act -5, PG9 Ab binder 0.3, ADAM17 inh -3, DAX1 inh-1 0.7, FXN GAA850 act 0.4, hcDAF-12 act -2.9, SMARCA2 act -1, hgDAF12 agonist 2.5, ssDAF-12 act -0.7, DAX1 inh-2 0.3 and ADAM10 inh 3.
Screening CS(=O)(=O)N(CCc1ccccc1)CC(=O)Nc1ccccc1 returned GC-A act -3, PG9 Ab binder 0.6, ADAM17 inh 0, DAX1 inh-1 0.2, FXN GAA850 act 1.8, hcDAF-12 act -2.3, SMARCA2 act -3, hgDAF12 agonist -2.9, ssDAF-12 act -1.4, DAX1 inh-2 -0.2 and ADAM10 inh -1.
`COC(=O)[C@H](C(C)C)N(Cc1ccccc1)S(=O)(=O)CCN1CCCC1` gave GC-A act 1, PG9 Ab binder -0.8, ADAM17 inh 4, DAX1 inh-1 -0.5, FXN GAA850 act -2.7, hcDAF-12 act -1.8, SMARCA2 act 1, hgDAF12 agonist -1.6, ssDAF-12 act -0.7, DAX1 inh-2 2.2 and ADAM10 inh -3.
For COc1cc2cc(CCOC(=O)c3ccc(C(F)(F)F)cc3)oc(=O)c2cc1OC the results were GC-A act -2, PG9 Ab binder 0.7, ADAM17 inh -3, DAX1 inh-1 -0.1, FXN GAA850 act 2.7, hcDAF-12 act -1.2, SMARCA2 act 2, hgDAF12 agonist -0.8, ssDAF-12 act -1.2, DAX1 inh-2 0.9 and ADAM10 inh 4.
`COc1ccc(C(CNC(=O)c2cc3c(s2)CCC(C)C3)N2CCCC2)cc1` (configuration not stated) gave GC-A act -9, PG9 Ab binder -0.1, ADAM17 inh -4, DAX1 inh-1 0.1, FXN GAA850 act -0.8, hcDAF-12 act -1.0, SMARCA2 act 0, hgDAF12 agonist 1.2, ssDAF-12 act -1.0, DAX1 inh-2 5.8* and ADAM10 inh -13.
Screening COCCCN1C(=O)C(CC(=O)NC(c2ccccc2)c2ccccc2)CC(C(=O)N2CCCCCC2)=C1C (configuration not stated) returned GC-A act -2, PG9 Ab binder 2.1, ADAM17 inh -1, hcDAF-12 act 0.3, SMARCA2 act -4, hgDAF12 agonist 0.8, ssDAF-12 act -0.3, DAX1 inh-2 0.6 and ADAM10 inh -11.
`O=C(CSc1ccc(Br)cc1)NC1CCCCCC1` gave GC-A act -3, PG9 Ab binder -1.2, ADAM17 inh 3, DAX1 inh-1 0.2, FXN GAA850 act 3.5, hcDAF-12 act -0.4, SMARCA2 act 2, hgDAF12 agonist 2.5, ssDAF-12 act 1.9*, DAX1 inh-2 -0.1 and ADAM10 inh -1.
Screening COc1cccc(CNC(=O)CNC(=O)c2cccs2)c1 returned GC-A act 3, PG9 Ab binder -0.6, ADAM17 inh 1, DAX1 inh-1 0.5, FXN GAA850 act 0.0, hcDAF-12 act 0.9, SMARCA2 act -2, hgDAF12 agonist 1.1, ssDAF-12 act -1.3, DAX1 inh-2 -0.5 and ADAM10 inh 1.
For Cc1ncc([N+](=O)[O-])n1Cc1ccccc1 the results were GC-A act -1, PG9 Ab binder -2.1, ADAM17 inh 1, DAX1 inh-1 1.2, FXN GAA850 act 0.2, hcDAF-12 act -1.3, SMARCA2 act -1, hgDAF12 agonist 1.6, ssDAF-12 act -1.5, DAX1 inh-2 -0.5 and ADAM10 inh -1.
`CCOC(=O)C(Sc1nnc2c3ccccc3n(CC)c2n1)C(=O)OCC` gave GC-A act 5, PG9 Ab binder 1.8, ADAM17 inh 0, DAX1 inh-1 -0.2, FXN GAA850 act 5.5, hcDAF-12 act -1.0, SMARCA2 act -2, hgDAF12 agonist -2.6, ssDAF-12 act -1.5, DAX1 inh-2 0.3 and ADAM10 inh 2.
`COc1ccccc1-c1cc(C(=O)NCc2ccco2)no1` gave GC-A act 5, PG9 Ab binder -1.8, ADAM17 inh -4, DAX1 inh-1 -1.2, FXN GAA850 act 1.7, hcDAF-12 act -0.8, SMARCA2 act -2, hgDAF12 agonist 5.0, ssDAF-12 act -1.4, DAX1 inh-2 -0.1 and ADAM10 inh -7.
Screening CCCc1nnc(NC(=O)CCC(=O)O)s1 returned GC-A act 5, PG9 Ab binder 0.4, ADAM17 inh -3, DAX1 inh-1 0.9, FXN GAA850 act 2.1, hcDAF-12 act 1.5, SMARCA2 act -1, hgDAF12 agonist 2.3, ssDAF-12 act 0.1, DAX1 inh-2 0.5 and ADAM10 inh -18.
For COc1ccc(C(C)(O)c2nc(-c3cccc(O)c3)cs2)cc1 (configuration not stated) the results were GC-A act 2, PG9 Ab binder 0.3, ADAM17 inh 2, FXN GAA850 act -0.9, hcDAF-12 act 0.0, SMARCA2 act -2, hgDAF12 agonist 0.1, ssDAF-12 act -1.1, DAX1 inh-2 -1.9 and ADAM10 inh 4.

Reprinted from the part before: two entries, then new ones.
Screening CCCc1nnc(NC(=O)CCC(=O)O)s1 returned GC-A act 5, PG9 Ab binder 0.4, ADAM17 inh -3, DAX1 inh-1 0.9, FXN GAA850 act 2.1, hcDAF-12 act 1.5, SMARCA2 act -1, hgDAF12 agonist 2.3, ssDAF-12 act 0.1, DAX1 inh-2 0.5 and ADAM10 inh -18.
For COc1ccc(C(C)(O)c2nc(-c3cccc(O)c3)cs2)cc1 (configuration not stated) the results were GC-A act 2, PG9 Ab binder 0.3, ADAM17 inh 2, FXN GAA850 act -0.9, hcDAF-12 act 0.0, SMARCA2 act -2, hgDAF12 agonist 0.1, ssDAF-12 act -1.1, DAX1 inh-2 -1.9 and ADAM10 inh 4.
Screening COC(=O)Cc1cc(=O)n2[nH]c(C)nc2n1 returned GC-A act 1, PG9 Ab binder -0.4, ADAM17 inh -3, DAX1 inh-1 -0.5, FXN GAA850 act 2.0, hcDAF-12 act 0.6, SMARCA2 act 0, hgDAF12 agonist -3.4, ssDAF-12 act -1.2, DAX1 inh-2 -0.1 and ADAM10 inh -1.
For C=CCn1c(C)nnc1SCC(=O)c1c(N)n(C2CC2)c(=O)[nH]c1=O the results were GC-A act 4, PG9 Ab binder -1.6, ADAM17 inh -1, DAX1 inh-1 -0.2, FXN GAA850 act -0.1, hcDAF-12 act -1.4, SMARCA2 act 1, hgDAF12 agonist 1.4, ssDAF-12 act -0.9, DAX1 inh-2 1.2 and ADAM10 inh 5.
Screening CCOC(=O)N1CCN(Cc2nc(N)nc(Nc3ccc(OC)cc3)n2)CC1 returned GC-A act 2, PG9 Ab binder -1.3, ADAM17 inh -1, DAX1 inh-1 0.2, FXN GAA850 act 0.7, hcDAF-12 act 0.8, SMARCA2 act -4, hgDAF12 agonist -1.4, ssDAF-12 act -2.4, DAX1 inh-2 -0.5 and ADAM10 inh 6.
`CCc1ccccc1NC(=O)CNC(=O)c1n[nH]c(=O)c2ccccc12` gave GC-A act 0, PG9 Ab binder -0.5, ADAM17 inh -8, DAX1 inh-1 1.0, FXN GAA850 act 0.3, hcDAF-12 act 1.6, SMARCA2 act -1, hgDAF12 agonist -0.2, ssDAF-12 act -0.8, DAX1 inh-2 -0.9 and ADAM10 inh -6.
CCc1ccc(-c2nc(CS(=O)CC(=O)NC3CCCCCC3)c(C)o2)cc1 (configuration not stated) was read as GC-A act 3, PG9 Ab binder -0.5, ADAM17 inh 0, DAX1 inh-1 0.8, FXN GAA850 act 0.8, hcDAF-12 act -0.4, SMARCA2 act -3, hgDAF12 agonist 0.5, ssDAF-12 act -0.8, DAX1 inh-2 0.6 and ADAM10 inh -2.
Screening CCOC(=O)c1c(NC(=O)CSc2nccc(=O)[nH]2)sc(C)c1C returned GC-A act 0, PG9 Ab binder -1.0, ADAM17 inh -2, DAX1 inh-1 -0.3, FXN GAA850 act -0.2, hcDAF-12 act 0.2, SMARCA2 act -2, hgDAF12 agonist 0.6, ssDAF-12 act -0.9, DAX1 inh-2 0.8 and ADAM10 inh 7.
`O=C(CNc1ccc2c(c1)OCO2)N/N=C\c1cn(Cc2ccccc2)c2ccccc12` gave GC-A act -3, PG9 Ab binder -3.5, ADAM17 inh 2, DAX1 inh-1 1.3, FXN GAA850 act 3.5, hcDAF-12 act 0.9, SMARCA2 act -4, hgDAF12 agonist -1.4, ssDAF-12 act -2.0, DAX1 inh-2 -1.3 and ADAM10 inh 1.
